NLRP3 yeast inh = inhibitors of NALP3 inflammasome in yeast; actives 0.39% (n = 330,000); inhibition, % at 10 µM; Yeast reconstituted NLRP3/ASC/caspase-1, beta-gal luminescence, 24 h; AID 2825;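 active means inhibition of 50% or more; inactive means inhibition below 50%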;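 further: plate controls were induced DMSO wells for no effect and uninduced yeast grown without galactose for full effect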
APJ agonist = agonists of human APJ apelin receptor; P35414; CHO-K1 APJ PathHunter beta-arrestin, luminescence; 0% DMSO wells, 100% apelin; activation, % at 20 µM; actives 0.11% (n = 330,000); AID 2520;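 active means activation more than six SD over the plate average, tested at 20 µM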;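 further: 0% = DMSO alone and 100% = apelin-13 at 10 nM; some results filed as inactive read as strong as hits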
Target sequence (P35414 whole entry, looked up): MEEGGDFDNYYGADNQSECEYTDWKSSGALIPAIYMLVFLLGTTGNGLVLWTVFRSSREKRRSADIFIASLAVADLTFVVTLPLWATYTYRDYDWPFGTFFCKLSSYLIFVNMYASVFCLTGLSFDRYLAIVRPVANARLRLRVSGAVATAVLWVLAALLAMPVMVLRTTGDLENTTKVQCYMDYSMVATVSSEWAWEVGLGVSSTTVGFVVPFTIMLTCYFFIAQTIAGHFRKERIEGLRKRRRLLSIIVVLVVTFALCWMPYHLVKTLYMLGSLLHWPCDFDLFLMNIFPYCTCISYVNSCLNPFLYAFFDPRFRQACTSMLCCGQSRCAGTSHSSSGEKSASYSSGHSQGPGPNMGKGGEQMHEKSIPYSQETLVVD
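Test system: CHO-K1 APJ beta-arrestin complementation cell line | Compound: Single test compound dose, 20 µM final, 1% DMSO | Incubation: Compound 90 min 25 °C, reagent 1 h | Measured by: beta-gal luminescence | Read-out basis: APJ–arrestin association signal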
APJ antagonist = blocks the human apelin receptor APJ; inhibition, % at 20 µM; CHO-K1 APJ beta-arrestin complementation, luminescence; P35414; actives 0.32% (n = 330,000); AID 2521;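 active means inhibition above about 40% at 20 µM, limit read from the data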;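 further: cells challenged with 10 nM apelin-13 agonist together with compound; plate controls were apelin-13 plus DMSO wells for no effect and DMSO wells lacking apelin-13 for full effect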
MIN6 prolif = MIN6 beta-cell proliferation induction. actives 0.29% (n = 330,000). MIN6 cells proliferation, ATPlite luminescence, 48 h; cells starved in 0.2% serum; 100% = growth in 10% serum. proliferation, % at 10 µM;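 active means compounds whose signal lies at least 3.5 SD above the mean of all wells on their plate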;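 further: 0% = DMSO-treated cells in low-serum medium and 100% = 10% serum control; some compounds called inactive have numbers as strong as hits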
MPTP inh = permeability transition pore inhibition | isolated mouse mitochondria, Ca2+ swelling absorbance, 30 min | inhibition, % at 10 µM | actives 1.4% (n = 360,000) | AID 602449;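 active means inhibition of 50% or more, scaled per plate between neutral and stimulator controls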;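 further: 0% = DMSO wells given calcium and 100% = 1 mM EGTA wells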
tim10-1 inh = tim10-1 yeast growth inhibition; inhibition, % at 20 µM; S. cerevisiae tim10-1 ts strain growth, BacTiter-Glo, 24 h; actives 2.2% (n = 330,000);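 active means inhibition of at least 40%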;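 further: mutant grown at 25 °C; 0% = DMSO wells with yeast and 100% = wells holding no yeast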
tim23-1 inh = inhibits growth of tim23-1 mutant yeast. S. cerevisiae tim23-1 growth, BacTiter-Glo luminescence, 24 h. actives 1.3% (n = 330,000). inhibition, % at 20 µM;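 active means growth inhibition of the mutant yeast at or above 50%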;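 further: temperature-sensitive mutant grown at 25 °C; plate controls were DMSO-treated mutant yeast for no effect and medium wells lacking yeast for full effect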
TIM10 inh = TIM10 yeast growth inhibition | S. cerevisiae TIM10 strain growth, BacTiter-Glo luminescence, 24 h | inhibition, % at 10 µM | actives 1.4% (n = 330,000);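 active means inhibition of 40% or more at the single tested concentration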;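 further: wild-type TIM10 isogenic control strain grown at permissive 25 °C; 0% = DMSO yeast wells and 100% = minimal medium wells without yeast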
GRIN3A LBD mod = modulators (binders) of human NR3A ligand-binding domain; NR3A LBD differential scanning fluorimetry, Tm shift; 0% = protein alone, 100% = glycine-bound protein; Tm shift relative to glycine control, % at 25 µM; actives 2.5% (n = 340,000); AID 1259313;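 active means melting temperature shift of at least 10% of the positive control shift, at one fixed dose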
Active calls of the source: *; · = no result given.

Screens in order: TIM10 inh	MIN6 prolif	tim10-1 inh	GRIN3A LBD mod	APJ antagonist	NLRP3 yeast inh	APJ agonist	MPTP inh	tim23-1 inh
1	O=c1[nH][nH]c(C(F)(F)F)c1C=Nc1cccc(Cl)c1
 : -6	4	4	-1	0	16	5	-1.5	12
2	CN(C)c1ccc(/C=N/NC(=O)c2sccc2-n2cccc2)cc1
 : 11	4	11	-2	3	14	-4	-0.5	18
3	CCCCOC(=O)C(C#N)c1nc2ccccc2nc1N1CCOCC1 (stereo unspecified)
 : 2	-3	20	1	6	28	-1	2.3	40
4	Cc1cc(C)c(OCCN(C)Cc2ccccc2)c(Br)c1
 : -2	-1	18	0	-3	30	-1	6.8	19
5	COc1ccc(O)c(/C=N/NS(=O)(=O)c2ccc(C)cc2)c1
 : -19	-2	-5	4	8	-11	-3	0.4	16
6	O=C(Nc1ccccc1)NC1CCCCCCC1
 : 6	0	26	-2	-13	17	2	15	11
7	COc1ccc(S(=O)(=O)c2nnn(-c3ccccc3Cl)c2N)cc1
 : 15	4	12	-2	-5	1	-3	8.5	2
8	O=[N+]([O-])c1ccc(S(=O)(=O)N2CCSC2c2ccco2)cc1 (stereo unspecified)
 : 13	-5	-1	5	-82	7	4	2.7	15
9	O=C(O)C1CCCCC1C(=O)Nc1cccc2ccccc12 (stereo unspecified)
 : -10	-2	12	-3	8	11	-1	2.7	-2
10	CCN(Cc1cnn(C)c1)C(=O)C1CCC(=O)N(CCc2ccc(OC)cc2)C1 (stereo unspecified)
 : -3	1	25	3	-11	2	-1	-1.7	10
11	CCOc1ccc(C(=O)NCC(=O)N2CCCC2)cc1
 : 7	-3	0	1	4	13	-3	-2.0	0
12	C#CCO[C@@H]1C[C@H](n2cnc3c(=O)[nH]c(NC(=O)C(C)C)nc32)O[C@@H]1CO
 : -2	-3	-16	0	-6	0	-6	-0.2	-14
13	CCN(CC)CCCNC(=O)c1ccc(OCC(=O)Nc2ccccc2C(F)(F)F)c(OC)c1
 : 5	-2	7	0	4	-4	0	4.5	4
14	COc1ccc(C(=O)NC2CCN(CC(=O)NCc3cccc(OC)c3)CC2)cc1
 : 5	2	-24	1	15	13	-3	-2.1	-28
15	O=C(NC(NC(=S)Nc1ccc(Cl)cc1Cl)C(Cl)(Cl)Cl)c1cccc([N+](=O)[O-])c1 (stereo unspecified)
 : 2	-6	14	21*	24	9	-3	94*	6

Results in sequence from above:
tim10-1 inh for entries 7 to 14: 12, -1, 12, 25, 0, -16, 7, -24

The results go on.
Screens in order: TIM10 inh	MIN6 prolif	tim10-1 inh	GRIN3A LBD mod	APJ antagonist	NLRP3 yeast inh	APJ agonist	MPTP inh	tim23-1 inh
16	CCOc1ccc(CN(C)C(=O)NNC(=O)c2ccc(C)cc2)cc1OC
 : -18	0	-2	-2	-14	8	-1	-1.6	13
17	Cc1ccc(C(=O)NCC(=O)N2CCN(S(=O)(=O)c3cccs3)CC2)s1
 : -14	0	8	-3	-14	-1	-5	7.2	14
18	CCC(c1nnnn1Cc1ccccc1)N(Cc1ccco1)Cc1cc2cc(OC)ccc2[nH]c1=O (stereo unspecified)
 : 2	-1	26	1	8	-9	3	-4.5	15
19	Cc1ccc2oc(-c3ccc(NC(=O)c4cccnc4)cc3)nc2c1
 : 12	0	26	35*	-2	13	4	-1.8	50
20	CCN(CC)C(=O)[C@H]1CC(CC(=O)NCCc2ccccn2)C(=O)N2CCc3c([nH]c4ccc(OC)cc34)[C@]12C (stereo partly specified)
 : 2	·	3	-1	·	·	·	-0.1	34
21	CC(C)c1ccc(NC(=S)N2CCN(C)CC2)cc1
 : 5	2	-11	-21	1	13	6	1.4	11
22	CN(Cc1ccccc1)C(=O)c1ncn(C)c1C(=O)N(C)Cc1ccccc1
 : 4	-2	-4	0	-6	9	-5	2.7	6
23	CC(C)[C@H](NC(=O)c1ccc(C(C)(C)C)cc1)C(=O)Nc1nnc(C2CC2)s1
 : -7	-4	-1	-5	15	6	0	1.2	7
24	COc1cc(/C=N/NC(=O)CC23CC4CC(CC(C4)C2)C3)cc(Br)c1OCC(=O)N(C)C
 : -3	0	20	1	-4	16	-7	0.0	15
25	Cc1nc2c3cc(F)ccc3n(Cc3ccccc3)c2s1
 : 48*	-3	45*	-4	4	-48	-5	2.0	33
26	O=C(Cn1ncc2c([nH]c3ccccc32)c1=O)N1CCN(c2ccccn2)CC1
 : 4	-4	3	0	-7	5	-1	-0.1	12
27	O=C(Nc1ncc(Cc2cccc(Cl)c2)s1)C1CCCO1 (stereo unspecified)
 : 28	-1	28	1	-18	22	6	-2.3	50*
28	CCN(CC)S(=O)(=O)c1ccc(Cl)c(C(=O)Nc2nncs2)c1
 : 0	-2	12	-3	-19	12	-1	-3.3	20
29	OC(Cn1cncn1)c1ccc(Cl)cc1 (stereo unspecified)
 : 1	0	17	0	0	-13	-4	-3.3	-5
30	Cc1ccc(NC(=O)c2ccc(S(=O)(=O)NCc3cccnc3)cc2)c(C)c1
 : -14	-2	17	1	-10	12	-1	0.1	19
31	Nc1cc(=O)nc(SCC(=O)N(C2CCCCC2)C2CCCCC2)n1-c1ccccc1
 : 15	0	24	-1	4	-1	-3	64*	15
32	CCCCN(C)C1CCN(C(=S)Nc2ccc(OC)cc2)CC1
 : -5	-1	2	-1	5	13	-2	2.1	-8
33	CCN(CC(=O)Nc1c(F)cccc1F)C(=O)C1CC1C (stereo unspecified)
 : 3	6	-21	-1	-21	20	-3	-0.6	-14
34	CCc1ccccc1NC(=S)N(CCN1CCCCC1)Cc1ccco1
 : -15	-2	11	0	-4	-2	-2	1.6	18
35	O=C(c1ccco1)N1CCCN(C(=O)c2ccco2)CC1
 : -12	0	-3	1	-16	-1	-1	-1.9	1
36	O=c1[nH]c(SCc2ccc([N+](=O)[O-])cc2)nc2[nH]ncc12
 : -9	-1	6	1	11	19	-3	-0.2	10
37	Cc1cccc(NC(=O)Cn2nc(C(F)(F)F)cc2C2CC2)c1
 : 11	2	15	-14	-14	22	5	2.1	17
38	Cc1ccc2ncccc2c1[N+](=O)[O-]
 : 6	-3	16	0	1	-11	-2	1.2	-9
39	CCOc1ccc(CNc2nnnn2C)cc1OC
 : -7	4	3	-1	-34	15	-1	0.0	1
40	O=C(CN1CCN(Cc2ccccc2F)C1=O)NCc1ccco1
 : -6	1	9	-1	-2	-8	-3	-0.5	-3
41	Cc1cnc(NC(=O)c2ccc(OCC3CCCO3)cc2)s1 (stereo unspecified)
 : 9	-6	2	1	11	12	-3	0.6	15
42	CCCCCOc1ccc(/C=C/c2c([N+](=O)[O-])c(=O)n(C)c(=O)n2C)cc1
 : 16	-5	32	2	10	29	-6	0.8	22
43	O=C(O)C(CO)N=Cc1c(O)c2ccccc2oc1=O (stereo unspecified)
 : -4	0	-16	0	-15	14	1	-1.4	2
44	CCOC(=O)c1ccc(NCc2ccc3c(c2)OCO3)cc1
 : 23	1	15	2	3	37	-3	-0.8	36
45	Cc1ccc(C(=O)COC(=O)CCC(=O)NC2CCCCC2)cc1[N+](=O)[O-]
 : -3	-1	18	-2	49*	4	-10	0.8	8
46	CCS(=O)(=O)N1CCN(Cc2c[nH]c3ccccc23)CC1
 : 7	-3	3	0	11	8	2	0.0	6
47	COc1ccccc1-c1nnc(SCC(=O)c2ccc(C3CCCCC3)cc2)n1Cc1ccco1
 : 25	-5	32	2	2	2	-5	-7.9	19
48	COc1ccc(N(C)C(=O)c2cnc(N3CCN(c4ncccn4)CC3)c3ccccc23)cc1
 : 32	1	33	769*	-1	-4	1	-0.1	25
49	CCCCCn1c(=N)c(S(=O)(=O)c2ccc(Cl)cc2)cc2c(=O)n3cccc(C)c3nc21
 : -15	-4	-14	-1	0	-5	-4	0.7	2
50	CC(=O)c1ccc(N2CCN(C(=O)C3CCCN3S(=O)(=O)c3cccc4nsnc34)CC2)cc1 (stereo unspecified)
 : 11	-3	3	0	0	10	-3	-0.9	4
51	O=C(c1ccco1)N1CCN(CC(O)Cn2c3ccccc3c3ccccc32)CC1 (stereo unspecified)
 : 21	-1	27	-2	6	18	-3	1.5	14
52	Cc1cc(C)cc(OCCCCCNCCO)c1
 : -13	-1	8	1	34	4	-2	0.5	-9
53	Cc1ccc(CNC(=O)Cn2ccc(NC(=O)OCc3ccccc3)nc2=O)o1
 : 4	-3	6	-1	-6	8	-3	-2.8	5
54	O=S(=O)(c1ccc(Cl)cc1)N1CCCC1c1nc2ccccc2s1 (stereo unspecified)
 : 17	-4	31	3	15	23	-4	2.0	27
55	Cc1ccc(NC2CCCN(C(=O)c3ccc(F)cc3)C2)cc1C (stereo unspecified)
 : -1	3	-3	-5	2	15	-3	-0.9	0
56	CCOc1ccccc1NC(=O)C1=C(C)NC(=O)NC1c1cccs1 (stereo unspecified)
 : -3	1	-3	-2	16	13	-1	0.6	0
57	C=CCNC(=O)c1ccc(N(Cc2ccccc2)S(C)(=O)=O)cc1
 : 1	-2	6	2	3	12	-1	1.1	13
58	O=C(O)CSc1nnc(Cn2cnc3ccccc32)n1CCc1ccccc1
 : 3	1	1	2	2	2	-4	0.7	2
59	CN(C)c1nc2c(c(=O)n(C)c(=O)n2C)n1CC(=O)c1cccs1
 : 0	0	9	4	2	7	-1	0.7	2
60	O=C(N/N=C/c1ccccn1)c1cccc(NC(=O)c2ccc(Cl)cc2)c1
 : -13	3	-26	21*	-17	13	4	0.7	-7
61	O=C(/C=C/c1ccc(Br)cc1)N1CCN(Cc2ccccc2)CC1
 : -2	-2	-8	-1	10	27	4	2.9	31
62	COC(=O)c1ccccc1S(=O)(=O)N1CCC(C(=O)OCc2cccc(OC)c2OC)CC1
 : 11	-1	24	4	-10	8	-4	-1.4	19
63	CCCc1cc(-c2n[nH]c(=S)n2CC)cs1
 : 38	0	29	2	28	41	-5	0.6	40
64	CCOc1ccc2[nH]c(=O)c(CN(CCO)C(=O)c3ccc(Br)cc3)cc2c1
 : -15	1	3	0	12	-10	-1	2.9	-22
65	O=C(Nc1ccc(SC(F)F)cc1)c1ccc2c(=O)n3c(nc2c1)CCC3
 : -3	0	-14	-2	10	-1	4	-1.3	-12
66	CC(=O)Nc1ccc(NC(=O)COC(=O)Cc2c[nH]c3ccccc23)cc1
 : 23	-2	6	6	-4	2	-3	0.6	8
67	CCc1ccc(-n2cc(-c3ccc([N+](=O)[O-])cc3)[nH]c2=S)cc1
 : 31	-4	33	4	-36	15	0	0.9	35
68	COc1ccc(S(=O)(=O)Nc2cccc(Cl)c2)cc1OC
 : 1	0	24	-1	9	0	-1	2.8	6
69	Cc1cc(Cl)ccc1OCC(=O)NN1C(=O)C2C3C=CC(C3)C2C1=O (stereo unspecified)
 : -1	-2	8	0	-5	13	-2	0.8	36
70	C(=N\N1CCOCC1)/c1ccsc1
 : -13	-3	3	-1	2	14	-2	0.9	-2
71	COc1ccc(C(=O)COC(=O)c2ccc3c(c2)OCO3)c(OC)c1
 : 9	-1	-12	1	12	22	-2	-0.5	41
72	CCOC(=O)[C@H]1[C@H]2COc3ccc(Cl)cc3[C@@H]2N2C(=O)c3ccc(Cl)cc3NC(=O)[C@@]12C
 : 1	-8	10	-5	0	9	-1	0.7	16
73	O=C(CN1C(=O)S/C(=C/c2ccccn2)C1=O)N1CCOCC1
 : 6	0	-10	0	-5	2	1	-0.6	-6
74	CCCN=C1N(CC)C[C@@H]2[C@@H]3C(=O)N(Cc4ccccc4)C(=O)[C@@H]3[C@](C)(C(=O)OC)N12
 : 1	·	10	-3	·	·	·	-1.0	30
75	COCCN1C=C(C(=O)OC)C(c2cc(Br)c(OC)c(OC)c2)C(C(=O)OC)=C1
 : 21	0	28	1	13	-1	-3	-0.6	28

Source: PubChem BioAssay

Rows are unselected. Share with any hit: about 7.2%.
